Screening data deposited in PubChem by The Scripps Research Institute Molecular Screening Center.
PAFAH1B2 FP inh = blocks human PAF acetylhydrolase 1b catalytic subunit 2; P68402; recombinant PAFAH1B2, FP-rhodamine activity probe, fluorescence polarization; inhibition, % at 3.39 µM; 1.2% of 340,000 active; AID 492953;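 active = inhibition above the mean of all tested compounds plus 3 SD, cut at about 24% in these data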;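 note: 0% = enzyme with DMSO and 100% = wells lacking PAFAH1B2; many of its hits are not listed in these tables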
LYPLA1 inh = blocks human lysophospholipase 1, a PME1 counter-screen | O75608 | recombinant LYPLA1, FP-Rh probe fluorescence polarization | inhibition, % at 5.9 µM | 0.16% of 320,000 active | AID 2174;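 active = inhibition above the mean of all tested compounds plus 3 SD, set per campaign, cut at about 14% in these data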;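 note: inhibitors block serine hydrolase probe labeling of LYPLA1 so polarization falls; 0% = enzyme with DMSO and 100% = wells lacking LYPLA1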
pPAFAH inh = inhibitors of human plasma PAF acetylhydrolase (pPAFAH); Q13093; recombinant pPAFAH, FP-rhodamine probe fluorescence polarization; inhibition, % at 3.39 µM; 1.5% of 330,000 active;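 active = inhibition above the mean inhibition across the screen plus 3 SD, cut at about 25% in these data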;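 note: inhibitors block binding of the rhodamine activity-based probe so polarization drops; 0% = enzyme with DMSO and 100% = wells lacking pPAFAH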
PREPL inh = inhibits the human prolyl oligopeptidase-like enzyme; recombinant PREPL, fluorescence polarization activity-based probe; 0.68% of 320,000 active; inhibition, % at 5.96 µM; in the data active = inhibition above about 43%;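 note: 0% = enzyme with DMSO and 100% = wells lacking enzyme; many of its hits are not listed in these tables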
Target sequence (Q4J6C6 whole entry, looked up): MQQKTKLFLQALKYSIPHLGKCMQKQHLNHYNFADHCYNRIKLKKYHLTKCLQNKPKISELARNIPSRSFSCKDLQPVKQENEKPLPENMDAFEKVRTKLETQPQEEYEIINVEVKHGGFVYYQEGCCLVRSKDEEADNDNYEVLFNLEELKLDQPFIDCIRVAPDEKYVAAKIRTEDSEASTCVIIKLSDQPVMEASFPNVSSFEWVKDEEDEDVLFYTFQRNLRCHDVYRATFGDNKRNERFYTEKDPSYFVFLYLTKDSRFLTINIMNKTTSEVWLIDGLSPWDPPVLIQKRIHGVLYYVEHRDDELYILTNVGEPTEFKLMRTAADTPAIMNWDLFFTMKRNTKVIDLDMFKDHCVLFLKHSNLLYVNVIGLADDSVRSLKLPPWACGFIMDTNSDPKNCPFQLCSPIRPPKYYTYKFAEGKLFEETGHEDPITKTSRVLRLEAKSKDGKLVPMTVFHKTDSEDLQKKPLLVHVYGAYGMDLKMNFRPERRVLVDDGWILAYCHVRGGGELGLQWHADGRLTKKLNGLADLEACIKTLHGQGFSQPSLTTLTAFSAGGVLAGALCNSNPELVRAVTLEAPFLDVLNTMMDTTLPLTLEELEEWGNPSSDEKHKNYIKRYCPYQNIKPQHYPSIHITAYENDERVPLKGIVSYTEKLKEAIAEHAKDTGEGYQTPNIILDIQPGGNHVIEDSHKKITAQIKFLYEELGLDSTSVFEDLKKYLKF
PME-1 inh = blocks human protein phosphatase methylesterase 1 | Q9Y570 | recombinant PME-1, FP-Rh probe fluorescence polarization | inhibition, % at 5.9 µM | 0.53% of 320,000 active | AID 2130;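 active = inhibition above the campaign mean of all compounds plus 3 SD, cut at about 26% in these data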;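 note: competitive labeling of PME-1 active site by serine hydrolase directed probe; 0% = PME-1 with DMSO and 100% = wells lacking PME-1 enzyme; inhibitors block probe labeling so polarization falls and inhibition rises; many of its hits are not listed in these tables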
LYPLA2 inh = counter-screen for PME1 inhibitors: inhibitors of human LYPLA2. O95372. recombinant LYPLA2, FP-Rh probe fluorescence polarization. inhibition, % at 5.9 µM. 0.38% of 320,000 active. AID 2177;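 active = inhibition above the screen-wide mean plus 3 SD, limit set per campaign, cut at about 26% in these data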;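 note: 0% = LYPLA2 with DMSO and 100% = wells lacking LYPLA2 enzyme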
Target sequence (O95372 whole entry, looked up): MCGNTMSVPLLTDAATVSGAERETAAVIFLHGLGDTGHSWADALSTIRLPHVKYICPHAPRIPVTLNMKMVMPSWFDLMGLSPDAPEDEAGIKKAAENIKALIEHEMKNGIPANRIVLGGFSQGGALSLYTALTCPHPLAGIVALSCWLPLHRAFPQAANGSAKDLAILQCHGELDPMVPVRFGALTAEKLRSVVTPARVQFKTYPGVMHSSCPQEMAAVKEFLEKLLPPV
PAD4 inh = PAD4 (human) enzyme inhibition; inhibition, % at 6.36 µM; 0.41% of 330,000 active; Q9UM07; recombinant PAD4, RCA probe fluorescence polarization;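 active = percent inhibition above a cutoff equal to the mean of all tested compounds plus 3 SD, cut at about 15% in these data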;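 note: 0% = PAD4 with RCA probe and DMSO and 100% = probe without PAD4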
PAFAH1B3 FP inh = blocks human PAF acetylhydrolase 1B catalytic subunit 3. Q15102. recombinant PAFAH1B3, FP-rhodamine probe, fluorescence polarization. inhibition, % at 3.39 µM. 0.28% of 340,000 active;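 active = inhibition above the screen-wide average of all tested compounds plus 3 SD, cut at about 25% in these data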;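 note: 0% = enzyme with DMSO only and 100% = wells lacking PAFAH1B3 protein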
GSTO1 counter = counter-screen for RBBP9 inhibitors: inhibitors of human GSTO1; P78417; recombinant GSTO1, activity-based probe fluorescence polarization; inhibition, % at 5.96 µM; 1.1% of 300,000 active; AID 1974;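 active = inhibition above the campaign mean inhibition plus 3 SD, cut at about 35% in these data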;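 note: 0% = GSTO1-1 with DMSO and 100% = wells lacking GSTO1-1 enzyme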
An asterisk follows results filed as active; x = no result given.

SMILES	PAFAH1B2 FP inh	LYPLA1 inh	pPAFAH inh	PREPL inh	PME-1 inh	LYPLA2 inh	PAD4 inh	PAFAH1B3 FP inh	GSTO1 counter
Cc1csc(NC(=O)CSc2nnc(-c3cccnc3)o2)n1	-2	0	4	10	0	4	1	9	-3
CC1CCCC(NC(=O)c2ccc3c(c2)N(Cc2ccccc2)C(=O)CS3=O)C1C (configuration not stated)	2	-2	1	-2	5	0	2	-2	0
C=CCN(c1ccc(C(=O)Nc2ccc3c(c2)OCO3)cc1)S(C)(=O)=O	-2	-1	-4	0	-8	0	-8	7	-2
O=C(COc1ccc2c(-c3ccccc3)cc(=O)oc2c1)Nc1ccc(CN2CCOCC2)cc1	-2	-5	3	0	-8	-1	0	-9	5
Cc1cc(C(=O)N2CCCC(CNS(=O)(=O)c3cccs3)C2)nn1C (configuration not stated)	0	-1	2	5	1	-4	2	-5	-1
CC(C)Cc1nnc(NC(=O)CCC(=O)N2CCN(Cc3ccccc3)CC2)s1	-1	-5	1	-1	-1	6	0	7	-3
CCOc1ccccc1NC(=O)CSc1nnc(C2CC2)n1CC	2	1	-1	13	3	4	-1	4	-11
Cc1cccc(C)c1NC(=O)CN(C)C(=O)/C=C/c1cccs1	-5	-4	0	-4	-3	-3	1	8	2
COc1ccc(OC)c(-c2cc(C(=O)NCCN3CCOCC3)no2)c1	0	-2	4	5	5	1	-2	3	3
Cc1cc(C)cc(N(CC(=O)NCc2ccc(F)cc2)C(=O)CCC(=O)Nc2ccccn2)c1	-5	2	-3	-15	-6	-4	0	2	2
CCn1ncc(Br)c1C(=O)Nc1ccc(Cl)cn1	1	3	7	-11	4	2	-3	-4	2
Cc1ccc(-c2n[nH]c(=S)n2/N=C/c2sccc2C)cc1	5	9	11	6	6	3	-1	9	6
O=C(Nc1ccccc1C(=O)NCc1cccnc1)c1ccc(Cl)cc1Cl	3	-2	-4	15	-1	0	3	-1	-1
O=C(c1ccc2ncsc2c1)N1CCN(c2ccc(O)cc2)CC1	0	12	9	13	2	19	0	2	13
O=C(CSC(=S)N1CCOCC1)Nc1nc(=O)c2ccccc2s1	x	0	-3	17	-1	4	3	x	-7
Cc1onc(-c2ccccc2)c1C(=O)NNC(=O)c1ccccc1	1	0	4	5	-2	-1	-2	17	x
CCn1nccc1C(=O)Nc1cc(Cl)cc(Cl)c1	-5	-5	-4	4	-7	-6	-2	4	0
Cc1ccc(C)c(NC(=O)CCC(=O)N/N=C/c2ccc3c(c2)OCO3)c1	1	1	5	1	4	2	-2	1	-4
COc1cccc(C(=O)Nc2ccc(N3CCN(C(=O)c4ccco4)CC3)cc2)c1	5	4	7	9	0	11	-3	7	0
C/C(=N\NC(=O)c1ccc(Br)cc1)c1cccc(NC(=O)c2cccnc2)c1	-3	-5	3	5	-3	-6	5	6	-12
CN1C(=O)/C(=C/c2cn(CC(=O)NCc3ccco3)c3ccccc23)NC1=S	x	1	4	6	-3	2	-6	x	18
CCN(CC)S(=O)(=O)c1cc(NC(=O)C(C)Nc2ccccc2N2CCOCC2)ccc1C (configuration not stated)	5	0	7	19	10	17	1	8	10
CC(C)C[C@H](NC(=O)N1CCn2c1nc1ccccc12)C(=O)N[C@@H](C(=O)O)c1ccccc1	0	-1	-4	5	-1	0	-5	13	7
CC(=O)Nc1ccc(C(=O)N2CCCc3ccccc32)cc1	-2	1	4	3	0	3	7	3	5
CS(=O)(=O)N(CC(=O)N1CCN(Cc2ccccc2)CC1)c1cccc(F)c1	4	0	0	-1	0	3	-4	11	0

The results go on:
SMILES	PAFAH1B2 FP inh	LYPLA1 inh	pPAFAH inh	PREPL inh	PME-1 inh	LYPLA2 inh	PAD4 inh	PAFAH1B3 FP inh	GSTO1 counter
O=C(CCCn1c(=O)[nH]c2cc(Cl)ccc2c1=O)NCC1CCCO1 (configuration not stated)	-3	0	-1	-8	-3	5	2	0	-4
COc1ccc(N2CCN(C(=O)c3cn(Cc4ccccc4)nc3-c3cccnc3)CC2)cc1	-2	-2	1	26	2	-3	-2	7	x
O=C(COC(=O)C1COc2ccccc2O1)NC(=O)NC1CCCC1 (configuration not stated)	1	-2	3	-2	-2	2	1	3	1
CC(C)NC(=O)c1cc2nc(-c3ccco3)cc(C(F)(F)F)n2n1	1	3	-4	23	-2	-1	4	0	5
COC(=O)c1c(NC(=O)c2ccco2)sc(C(=O)Nc2ccc(F)cc2)c1C	10	-1	1	5	-6	-3	-3	7	0
COc1ccc(CN2CCN(Cc3cn(C)nc3-c3ccccc3)CC2CCO)c(C)c1C (configuration not stated)	2	2	3	4	-2	-8	0	3	6
COc1ccccc1NC(=O)Nc1nnc(Cc2ccc(F)cc2)s1	3	-3	2	-23	-1	-5	4	-1	4
CC1Cn2c(nnc2-c2cccc(N)c2)S1 (configuration not stated)	1	1	-1	-4	-3	-1	-3	6	4
CO/C=C/C#CC1(O)CCN(C)CC1	2	-3	0	12	-10	5	1	4	0
COc1ccc(-c2ccc(N)[n+](CCCC(=O)O)n2)cc1	1	1	3	21	-4	5	2	4	14
O=C(CC1NCCNC1=O)Nc1ccc(Cl)c(Cl)c1 (configuration not stated)	4	-2	2	0	2	1	0	2	2
CCOC(=O)c1ccccc1NC(=O)CN(c1cccc(OC)c1)S(C)(=O)=O	7	2	3	4	-1	3	4	4	-1
COc1ccc(CN(C)C(=O)c2cccc(Oc3ccccc3)c2)c(OC)c1OC	7	0	0	4	22	-2	-4	7	-5
O=C(NC(Cc1cccc(F)c1)C(=O)O)C1CCCCC1 (configuration not stated)	6	-1	3	1	-1	-4	-4	1	x
CC(C)NC(=O)c1ccccc1NC(=O)C1CCCO1 (configuration not stated)	5	0	2	8	-4	1	8	11	3
Cc1nn2cc(-c3ccccc3)nc2[nH]c1=O	1	1	0	6	2	2	4	0	-5
CCN1C(=O)[C@H]2[C@@H](c3ccc(-c4cccc(Cl)c4)c(OC)c3)N[C@@](C)(C(=O)OC)[C@H]2C1=O	3	12	10	3	-1	9	2	1	-7
COc1cc(C=O)ccc1OS(=O)(=O)c1ccc(NC(C)=O)cc1	-2	0	9	-8	2	5	-1	12	-1
CSCCC(NC(=O)COc1ccccc1)C(=O)N(C)Cc1ccc(SC)cc1 (configuration not stated)	2	1	8	6	6	2	1	-1	x
COc1ccc(-c2nnc(SCC(=O)NC(=O)Cc3ccccc3)n2C)cc1	6	2	3	4	4	2	3	-3	x
Cc1ccc(NC(=O)CSc2n[nH]c(N)n2)cc1S(=O)(=O)N1CCOCC1	0	-1	5	-1	4	2	0	6	6
COc1ccc(CC(=O)NCC2CCCN(Cc3cccc(C(F)(F)F)c3)C2)cc1 (configuration not stated)	1	0	-1	8	-2	4	2	9	0
CC1(c2ccc(Cl)cc2)NC(=O)N(CC(=O)N2CCc3ccccc32)C1=O (configuration not stated)	3	x	4	-1	x	x	-7	13	x
O=[N+]([O-])c1ccc2nc(CCCc3nc4ccc([N+](=O)[O-])cc4[nH]3)[nH]c2c1	-2	-3	1	0	-1	-6	-1	0	-6
NS(=O)(=O)c1ccc(N=Nc2ccc(O)c3ncccc23)cc1	0	0	27*	9	6	-5	-12	6	33

Part of the list above in order of molar mass, lowest first.
SMILES	PAFAH1B2 FP inh	LYPLA1 inh	pPAFAH inh	PREPL inh	PME-1 inh	LYPLA2 inh	PAD4 inh	PAFAH1B3 FP inh	GSTO1 counter
Cc1nn2cc(-c3ccccc3)nc2[nH]c1=O	1	1	0	6	2	2	4	0	-5
O=[N+]([O-])c1ccc2nc(CCCc3nc4ccc([N+](=O)[O-])cc4[nH]3)[nH]c2c1	-2	-3	1	0	-1	-6	-1	0	-6
CCOC(=O)c1ccccc1NC(=O)CN(c1cccc(OC)c1)S(C)(=O)=O	7	2	3	4	-1	3	4	4	-1

Following part.
SMILES	PAFAH1B2 FP inh	LYPLA1 inh	pPAFAH inh	PREPL inh	PME-1 inh	LYPLA2 inh	PAD4 inh	PAFAH1B3 FP inh	GSTO1 counter
Cc1[nH]c(=O)[nH]c(=O)c1NS(=O)(=O)c1ccc2c(c1)CCCC2	0	0	3	12	2	-8	-6	7	-2
O=c1nc(Nc2ccc(OCc3ccccc3)cc2)sc2ncccc12	1	2	-3	14	1	18	-3	0	6
COc1cc(/C=C\C(=O)NCc2ccc3c(c2)cc(C)n3C)cc(OC)c1OC	6	-7	4	14	3	-3	-4	8	-4
O=C(COC(=O)c1ccccc1)Nc1ccc2[nH]c(=O)[nH]c2c1	0	1	2	18	0	-2	-1	2	-4
O=C(NCC1CCCO1)c1cnn2c1NC(c1ccccc1)CC2C(F)(F)F (configuration not stated)	-1	-2	-2	19	9	-6	-5	15	-3
O=C1c2ccsc2SCCN1Cc1ccccc1Cl	-4	-2	4	-1	-4	12	2	-1	4
Cn1c(Cc2ccc3c(c2)OCO3)nnc1SCC(=O)NC(C)(C)C	4	2	0	1	2	6	6	-1	5
O=C(Nc1ccc(Cl)cc1Cl)C1CCCO1 (configuration not stated)	-4	1	4	-7	-2	0	-3	3	5
COc1ccc2[nH]c(CN3CCC(CO)(CCOc4ccccc4)CC3)c(C)c2c1	-2	0	-4	25	4	0	-5	5	4
O=C(COC(=O)C1CCN(S(=O)(=O)c2ccccc2)CC1)NC(=O)c1ccc(OC(F)F)cc1	4	-5	7	-1	-2	1	3	9	5
COc1ccccc1-c1sc2ccccc2c1-c1ccc(O)cc1	-1	x	1	16	x	x	0	0	x
S=C(NCC1CCCCC1)Nc1ccc(Oc2ccccc2)cc1	5	-22	-6	4	-10	-27	-3	4	-55
O=C(CCN1N=C(c2ccccc2)CCC1=O)NCC1CCCO1 (configuration not stated)	2	2	4	0	3	-2	0	-4	3
CC(C)(C)NC(=O)CSc1nc(N)c(-c2ccccc2)c(=O)[nH]1	-1	9	-3	6	3	-9	3	11	5
O=C(COc1ccccc1Cl)Nc1ccccc1C(=O)N1CCOCC1	8	1	5	6	8	2	-1	1	1
COc1ccccc1OC(C)C(=O)N(Cc1ccco1)C1CCS(=O)(=O)C1 (configuration not stated)	4	-1	5	5	-1	1	3	1	9
O=C1C2=C(CCCC2)C(=O)N1CNc1ccccc1	6	1	4	13	-6	-5	3	6	2
CC(=O)Oc1ccc2c3c(c(=O)oc2c1C)CCCC3	8	-1	2	14	6	2	-3	14	-7
N#Cc1nn(-c2ccccc2)nc1N1CCCCC1	7	4	0	0	-3	4	2	3	6
C=CCN(Cc1cccs1)C(=O)COc1ccc2c(c1)OCO2	7	x	7	2	x	x	2	8	x
COc1ccccc1CC(NC(C)=O)C(=O)NC1CCN(C(=O)Nc2ccccc2C)CC1 (configuration not stated)	0	-2	-10	7	1	2	-3	-2	3
CC(C)N(C(=O)NC(=O)Nc1ccc(S(=O)(=O)N2CCCC2)cc1)S(C)(=O)=O	-3	-6	-5	6	-2	-11	-4	2	-3
N#Cc1cnn2ccn(C3OC(CO)C(O)C3O)c12 (configuration not stated)	5	-2	5	-4	-5	5	-5	7	7
COc1ccc(-c2nnn(CC(=O)NCc3ccccc3)n2)cc1OC	0	1	4	7	3	-3	-1	5	0
O=C(CSc1nc2ncc(Cl)cc2[nH]1)N1CCOCC1	-3	x	-1	16	x	x	-7	-1	x
CCCOc1ccc(CNC(=O)C2CCN(C(=O)N3CCOc4ccccc43)CC2)cc1	1	0	3	-7	2	4	2	3	0
CCC1Oc2ccc(C)cc2N(CC(=O)N(Cc2ccc(C)o2)C2CC(C)(C)NC(C)(C)C2)C1=O (configuration not stated)	4	-2	5	4	-3	-3	-1	-2	-6
Cc1cc(C)c2nc(N3CCCC(C(=O)NCCN4CCOCC4)C3)sc2c1 (configuration not stated)	-2	3	12	28	-4	4	0	1	3

The list is partial, so the mix of outcomes need not match the whole.
